Source: PubChem BioAssay
Nrf2 activator: Nrf2 pathway activation; AREc32 ARE-luciferase reporter (MCF7-derived line), luminescence, 24 h; Potency, µM (top dose mostly 46.1 µM), without a hit: at the highest dose activation, actives largely listed as activators; hit rate 0.31% among 410,000; note: potency is the fitted concentration of half-maximal effect; % of control where 0% means no effect; nearly all actives have a fitted effect of over 65% in size
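Quantitative high-throughput format: AREc32 reporter cells, 1000 per well, received compound by pin transfer and were incubated 24 hr at 37 deg C, 5% CO2, before Steady-Glo luminescence detection.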
Nrf2 inh: blocks Nrf2 signaling. A549 ARE-Fluc reporter, luciferase luminescence, 18-24 h. AID 504444. Potency, µM (doses to about 46 µM), without a hit: top-dose activity change, negative = inhibition, usual class: inhibitors. hit rate 2.1% among 360,000; note: potency is the fitted concentration of half-maximal effect; % is set by controls: 0 for no effect and ±100 for the full control effect; nearly all actives have a fitted effect of over 60% in size
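Quantitative HTS in A549 cells stably bearing an antioxidant response element-firefly luciferase construct. Inhibition of Nrf2-driven transcription was scored by luminescence after 18-24 h of compound exposure at 37 °C.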
ATXN2 expr inh: inhibitors of ATXN2 expression | AID 1745845 | HEK-293 ATXN2-luciferase reporter, luminescence, 24 h | Potency, µM (doses to about 57 µM), for inactives: top-dose activity change, negative = inhibition, actives largely listed as inhibitors | hit rate 0.72% among 360,000; note: potency is the fitted concentration of half-maximal effect; % is set by controls: 0 for no effect and ±100 for the full control effect; nearly all actives have a fitted effect of over 55% in size
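ATXN2-luciferase reporter cells (luciferase flanked by upstream and downstream ATXN2 gene portions) were treated 24 h at 37 °C with compounds at up to 57 uM. SteadyGlo luminescence gave expression; GF-AFC fluorescence gave viability.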
TGFb SMAD3 inh: TGF-b pathway inhibition | hit rate 1.2% among 410,000 | HepG2 CAGA-GFP TGF-b/SMAD3 reporter, GFP fluorescence, 18 h; TGF-beta stimulated, 500 pg/mL final | Potency, µM (series often up to 46.1 µM), for inactives: top-dose activity, negative = inhibition, most hits filed as inhibitors; note: potency is the fitted concentration of half-maximal effect; % is set by controls: 0 for no effect and ±100 for the full control effect; nearly all actives have a fitted effect of over 65% in size
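First, reporter cells (HEPG2 CAGA-GFP) rested 2 h at 37 degrees C. Next, compounds were pinned in and TGF-beta added to 500 pg/mL final. After 18 h, GFP was imaged per cell and summed per well.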
S2 tox: cell viability loss in ATXN counter-screen; hit rate 0.49% among 400,000; S2 cells (HEK-293 line with an ATXN2-luciferase reporter) viability, CellTiter-Fluor protease fluorescence, 24 h; Potency, µM (titrated, usually from 56.7 µM), actives largely listed as cytotoxic; note: potency is the fitted concentration of half-maximal effect; nearly all actives have a fitted effect of over 40% in size
A549 tox: kills or reduces viability of A549 cells in Nrf2 counter-screen; Potency, µM (top dose mostly 46 µM), for inactives: at the highest dose activity change, negative = cytotoxicity, hits mostly inhibitors; A549 ARE-Fluc cells, CellTiter-Fluor viability, 18-24 h; hit rate 0.16% among 390,000; note: potency is the fitted concentration of half-maximal effect; % is set by controls: 0 for no effect and ±100 for the full control effect
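A549 ARE_Fluc cells in 5% FBS OPTI-MEM were exposed to compounds in concentration-response for 18-24 h at 37 deg C. Viability was read by CellTiter-Fluor fluorescence (Ex 405/Em 525) after 30 min, before the luciferase read.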
IL-2 act: activates IL-2 in a cell-based reporter assay. IL-2 activation reporter assay, cell-based qHTS; stimulated with anti-CD3/CD4/CD28 beads; in transgenic mouse T cells. activation, % (series mostly up to about 46 µM). hit rate 0.065% among 360,000; in the data active = activation above about 50%; inconclusive = mostly about 30% to 49%; note: 0% is about no effect
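Using fluorescent plate cytometry, EGFP and DsRed are detected in transgenic mouse T cells stimulated 18 h at 37 degrees C with antibody-coated beads after 60 min compound pretreatment.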
EPAC2 ag: activates human EPAC2 exchange factor; EPAC2 activation, biochemical qHTS; response scale: 100% = 6.5 mM cAMP response; Potency, µM (top dose mostly 154 µM), for the others: at the top dose activation, actives largely listed as activators; hit rate 0.079% among 360,000; note: potency is the fitted concentration of half-maximal effect; nearly all actives have a fitted effect of over 50% in size
Target sequence (Q8WZA2 whole entry, looked up): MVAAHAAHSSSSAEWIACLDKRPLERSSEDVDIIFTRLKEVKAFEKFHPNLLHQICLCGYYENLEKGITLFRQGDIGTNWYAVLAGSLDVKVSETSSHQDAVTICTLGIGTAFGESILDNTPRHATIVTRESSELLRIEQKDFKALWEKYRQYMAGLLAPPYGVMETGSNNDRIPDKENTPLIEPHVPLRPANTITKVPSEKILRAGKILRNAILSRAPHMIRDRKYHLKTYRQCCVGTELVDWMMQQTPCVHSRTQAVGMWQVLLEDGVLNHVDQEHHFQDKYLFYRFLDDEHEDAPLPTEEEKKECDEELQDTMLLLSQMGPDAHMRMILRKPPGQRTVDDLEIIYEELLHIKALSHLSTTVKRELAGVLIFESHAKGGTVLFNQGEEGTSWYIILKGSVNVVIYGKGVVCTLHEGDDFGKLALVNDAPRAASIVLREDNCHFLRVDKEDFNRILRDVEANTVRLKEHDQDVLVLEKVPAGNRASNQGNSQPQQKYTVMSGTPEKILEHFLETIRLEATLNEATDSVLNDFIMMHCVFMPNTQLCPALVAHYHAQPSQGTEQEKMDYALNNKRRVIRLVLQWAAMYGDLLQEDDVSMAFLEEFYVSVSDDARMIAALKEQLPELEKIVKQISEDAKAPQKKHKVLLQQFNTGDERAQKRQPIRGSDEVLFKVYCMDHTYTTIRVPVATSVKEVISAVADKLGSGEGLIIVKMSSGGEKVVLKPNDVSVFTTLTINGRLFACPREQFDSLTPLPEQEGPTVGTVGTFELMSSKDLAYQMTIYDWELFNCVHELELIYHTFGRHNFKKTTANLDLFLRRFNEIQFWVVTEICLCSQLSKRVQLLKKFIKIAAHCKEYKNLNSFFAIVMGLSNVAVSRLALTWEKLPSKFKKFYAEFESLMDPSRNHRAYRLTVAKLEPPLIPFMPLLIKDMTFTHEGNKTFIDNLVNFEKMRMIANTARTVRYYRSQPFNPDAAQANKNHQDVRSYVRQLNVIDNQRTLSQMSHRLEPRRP
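In this primary screen, activation is scored as increased exchange of BODIPY-GDP from Rap1B by 100 nM EPAC2, with 50 uM GDP as competitor. Signal is normalized to the 6.5 mM cAMP agonist control.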
HepG2 viability: counter-screen for TGF-b inhibitors: cytotoxicity in HepG2 cells | HepG2 CAGA-GFP viability, ATP luminescence, 18 h | hit rate 0.76% among 410,000 | Potency, µM (doses to about 46.1 µM), without a hit: at the top dose activity change, negative = cytotoxicity, actives largely listed as cytotoxic; note: potency is the fitted concentration of half-maximal effect; some results filed as inactive show a strong effect at the top dose
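HepG2 CAGA-GFP cells (1000/well, DMEM with 1% FBS) received compound, then TGF-beta at 500 pg/mL final, and were incubated 18 hours at 37 degrees C. Viability was read by CellTiter-Glo luminescence. Media-only wells were set as complete cell-killing and DMSO as no toxicity.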
* = called active by the depositor; i = inactive; ? = inconclusive; nt = no result given; [ ] = remark or other dose. Unless noted, calls come from the whole dose curve; as a rule, active = well fitted curve in the direction sought with a large enough effect; inconclusive = small, poorly fitted or top-dose-only effect, or another doubt; inactive = no such curve, though single readings can be large; an effect the other way counts as inactive or inconclusive.

SMILES	Nrf2 activator	Nrf2 inh	ATXN2 expr inh	TGFb SMAD3 inh	S2 tox	A549 tox	IL-2 act	EPAC2 ag	HepG2 viability
COc1cccc(NC(=O)N(CCCN2CCOCC2)C(C)c2cc3ccccc3o2)c1 (configuration not stated)	0.5%	?	-11%	-3%	i	3%	0.6	16%	-20%
CCN(CC)C(=O)Oc1ccc2c(=O)c(-c3ccccc3)coc2c1	3.2%	?	-9%	-26%	i	-19%	0.0	4%	-40%
Oc1ccc2n[nH]nc2c1	0.0%[9.22 µM]	2%	-1%	-23%	i	1%	1.0	6%	-5%
CCC1(CC)C(=O)N=C2c3ccccc3C(=O)N21	0.3%	nt	-2%	6%	i	-1%	-1.2	-8%	-1%
CCCc1nnc(NC(=O)OCC)s1	0.0%	11%	-9%	1%	i	0%	0.9	6%	2%
COc1ccc(-c2nn(-c3ccccc3)cc2/C=N/NC(=O)c2cccc(S(=O)(=O)Nc3ccccc3Cl)c2)cc1	0.4%	-38%	36%[activator]	-19%	i	-5%	-0.2	13%	-6%
O=C(CN1CCOCC1)Nc1scc(-c2ccccc2)c1C(=O)N1CCOCC1	-0.5%	10%	3%	-24%	i	-1%	-0.4	-6%	4%
O=C(CN1CCN(S(=O)(=O)c2ccccc2)CC1)Nc1ccc2c(c1)CCC2	0.1%	-16%	-28%	-3%	i	-5%	-1.3	19%	22%
COc1ccc(-c2cn3c(C)c(C(=O)N4CCN(c5ccc(F)cc5)CC4)sc3n2)cc1	0.6%	0%	19%	0%	i	-4%	-1.2	8%	-38%
CC(=O)N(Cc1ccc(F)cc1)C1=C(NCCc2ccccc2)C(=O)c2ccccc2C1=O	-1.1%	21µM*	13µM*	?	28µM*	23µM*	-2.2	10%	4µM*
CC(NS(=O)(=O)c1ccc2c(c1)CC(C)N2C(=O)C1CC1)c1ccccc1 (configuration not stated)	-0.2%	-21%	6%	-14%	i	1%	-4.6	12%	1%
CC1(C)Cc2c(sc(NC(=O)c3ccc(C(=O)c4ccccc4)cc3)c2C#N)C(C)(C)N1	2.2%	3%	5%	16%	i	1%	1.1	-5%	0%
CCCNC(=O)NC(=O)COC(=O)CC(NC(N)=O)c1ccc(Cl)cc1 (configuration not stated)	-0.3%	?	nt	-17%	i	8%	0.2	9%	-15%
CC1(C)OC(=O)C(=CNc2ccccc2F)C(=O)O1	1.8%	1%	3%	-3%	i	15%	1.3	4%	-64%
O=C(Nc1ccc(Cl)cc1)N1CCN(Cc2ccc3c(c2)OCO3)CC1	0.1%	9%	-32%	-13%	i	10%	-1.2	4%	-17%
O=C(COC(=O)c1nn(-c2ccccc2C(F)(F)F)cc1O)c1ccc(OC(F)F)cc1	-0.6%	-7%	-14%	3%	?	0%	-4.0	-5%	-5%
N#Cc1c(-c2ccccc2)cc(-c2ccccc2)nc1SCC(O)CS(=O)(=O)Cc1ccc(Cl)cc1 (configuration not stated)	5.9%	-13%	-1%	-7%	i	-3%	nt	nt	1%
Nc1nnc(CC(=O)N/N=C/c2ccc(-c3ccccc3)o2)s1	0.2%	8%	-3%	8%	i	-2%	1.2	7%	1%
COc1ccc(CCN(C)C(=O)CN2C(=O)NC3(CCCCCC3)C2=O)cc1OC	0.0%	-15%	-15%	7%	i	-7%	-2.3	7%	-1%
Cc1ccc(-c2ccnc3nc(Sc4ncc(C(F)(F)F)cc4Cl)nn23)cc1	3.0%	?	-5%	?	i	-15%	-2.2	1%	-23%
COc1ccc(NC(=O)CN2CCN(S(=O)(=O)c3cccs3)CC2)cc1Cl	3.3%	?	-25%	6%	i	-5%	1.1	8%	7%
CCN1CCN(c2c(S(=O)(=O)c3ccc(C)c(C)c3)cnc3cc(OC)c(OC)cc23)CC1	9.2%	10%	-20%	-5%	i	1%	nt	nt	-30%
Cc1cc(=O)oc2cc(OCC(=O)NCc3ccccn3)ccc12	0.7%	-20%	3%	-10%	i	8%	-1.9	20%	2%
COc1cc(Cl)c(C)cc1NC(=O)c1cc2c(s1)-c1c(C)cccc1OC2	0.9%	-13%	-15%	-20%	i	-5%	nt	nt	-17%
Cc1ccc(CNC(=O)c2sc3nc(-c4ccccc4)cn3c2C)cc1	0.1%	nt	nt	-2%	nt	1%	nt	nt	1%
CNC(=S)Nc1ccc([N+](=O)[O-])c(C)c1	0.2%	-5%	3%	1%	i	-4%	-4.0	8%	-4%
COc1cc2nc(CN3CCN(S(=O)(=O)c4cc(C)ccc4C)CC3)[nH]c(=O)c2cc1OC	0.1%	?	?	0%	i	-4%	2.2	-2%	-14%
O=C(Nc1ccccc1N1CCCCC1)C1CC(=O)N(c2ccccc2F)C1 (configuration not stated)	-1.3%	-10%	-3%	-9%	i	7%	0.7	8%	-11%
C[C@H](O)[C@@H]1C(=O)N2CCc3c([nH]c4ccccc34)[C@@H]2C[C@@H]1N(C)C(=O)Nc1ccc(F)cc1	11%	nt	23%	14%	i	nt	-2.3	9%	-87%
Cc1cccc(C)c1NC(=O)CN1CCN(C/C=C/c2ccccc2)CC1	0.3%	nt	3%	-12%	i	nt	-0.4	12%	-12%
O=C(COc1ccc(Cl)cc1)Nc1ccc(-c2nc3cc(Cl)ccc3o2)c(O)c1	?	5%	82%[activator]	-2%	i	-2%	nt	nt	-34%
COc1ccc2c(c1)c(=O)c(S(=O)(=O)c1ccc(C)c(C)c1)cn2CC(=O)Nc1ccccc1	0.5%	-11%	6%	2%	i	-3%	nt	nt	-12%
CCCCCOC(=O)C1=C(C)NC(=O)NC1c1ccc(OC)cc1 (configuration not stated)	2.6%	-12%	1%	-11%	i	-4%	-0.3	2%	-8%
Cc1c(NC(=O)COC(=O)CSc2ccc(C(N)=O)cc2[N+](=O)[O-])c(=O)n(-c2ccccc2)n1C	5.9%	-12%	-2%	18%	i	2%	2.1	0%	0%
Cc1c(C(=O)OC2CCC(C)CC2)[nH]c2c1C(=O)CCC2 (configuration not stated)	4.5%	?	92%[activator]	-2%	i	-7%	-3.1	-7%	0%
CC(=O)Nc1c(C(=O)NCc2ccccc2)nnn1Cc1ccccc1	0.3%	28%	7%	7%	i	21%	0.2	4%	1%
O=C(Cn1nnc(-c2ccc(Cl)cc2)n1)NC(=O)NC1CCCC1	-0.2%	nt	nt	10%	i	nt	1.1	4%	3%
COc1ccc(Cl)cc1NC(=O)CSc1nnc(C2CC2)n1N	3.5%	-14%	-7%	-25%	?	3%	-0.2	-4%	-2%
O=C(CN1CCN(c2cccc(Cl)c2)CC1)c1ccc(O)cc1O	0.3%	-2%	nt	1%	i	0%	-0.4	10%	-4%
O=C(COC(=O)C12CC3CC(CC(O)(C3)C1)C2)NCCc1ccc(Cl)cc1	-0.4%	1%	-22%	1%	i	11%	-0.6	7%	-6%
Cc1ccc(-n2c(SCCC(C)C)nc3sc4c(c3c2=O)CC(C)(C)OC4)cc1	-0.3%	15%	-4%	-24%	i	1%	nt	nt	-18%
O=C1CSCC(=O)N1Cc1ccc(Cl)c(Cl)c1	-0.1%	6%	-20%	6%	i	4%	0.8	14%	0%
CCOC(=O)c1nc(C)n(-c2cc(OC)c(Cl)cc2Cl)n1	0.2%	4%	-28%	-11%	i	0%	0.5	6%	-4%
Cc1cccc(N2CC(C)Cn3c2nc2c3c(=O)n(CC(=O)O)c(=O)n2C)c1 (configuration not stated)	-0.9%	30%	3%	0%	i	15%	nt	nt	-9%
COc1ccc(-c2csc3nc(-c4ccccc4F)oc(=O)c23)cc1OC	?	?	?	-30%	i	-10%[1.84 µM]	-4.5	3%	-39%
COC(=O)c1cccc2c(C(=O)O)cc(-c3ccccc3)nc12	-0.3%	10%	4%	-7%	?	2%	-0.3	-7%	7%
Cc1oc2cc3oc(=O)c(CC(=O)N[C@H](C(=O)N[C@@H](C(=O)O)c4ccccc4)C(C)C)c(C)c3cc2c1C	-1.5%	9%	23%	9%	i	-2%	-0.3	-15%	1%
CCOC(=O)CSCC(=O)Nc1c(C(=O)C2CC2)oc2ccccc12	0.3%	-11%	-2%	0%	i	-4%	-2.2	14%	-3%
Nc1cc(C(=O)OCC(=O)N2CCOCC2)ccc1Cl	-0.5%	?	17%	12%	i	-4%	0.2	7%	-3%
CCOC(=O)c1c(C)[nH]c(C(=O)OCC(=O)Nc2cc(C)ccc2OC)c1C	1.6%	5%	-2%	3%	i	7%	-0.1	-1%	-23%
Cc1ccc(S(=O)(=O)NC(=O)C2(C)CCN2C(=O)c2ccccc2CCc2ccccc2)nc1 (configuration not stated)	-0.5%	nt	2%	16%	i	nt	-0.5	-1%	2%
Cc1ccc(C)c2c1CCCC2=O	0.1%	nt	nt	-2%	i	nt	-2.8	16%	-14%
Cc1nc(NCc2ccco2)[nH]c(=O)c1CCC(C)C	18%	?	-4%	-6%	i	nt	-0.1	-12%	-3%
CN(CC(=O)N1CCN(c2ncccn2)CC1)S(=O)(=O)c1ccc(Cl)cc1	-0.3%	4%	-21%	-25%	?	6%	3.7	11%	-14%
CS(=O)(=O)c1ccccc1C(=O)Nc1cccc2ncccc12	2.1%	9%	5%	1%	i	11%	0.1	13%	0%
